# BLM helicase inh – blocks DNA unwinding by human BLM helicase | P54132 | recombinant BLM DNA unwinding, fluorescence dequenching | Potency, µM (series often up to 56.1 µM), for the others: top-dose activity change, negative = inhibition, hits mostly inhibitors | 350,000 tested, 0.2% active | AID 2528;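 also: plate controls were vehicle for no effect and no enzyme for full effect; nearly all actives have a fitted effect of over 35% in size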
# BAZ2B inh – BAZ2B (human) inhibition. Q9UIF8. AlphaScreen BAZ2B-H3K14Ac peptide displacement. Potency, µM (highest dose often 114 µM), for inactives: at the top dose activity change, negative = inhibition, most hits filed as inhibitors. 360,000 tested, 4.4% active. AID 504333; also: % is scaled to controls: 0 for no effect and ±100 for the full control effect; nearly all actives have a fitted effect of over 60% in size
#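 AlphaScreen displacement: compounds (up to 110uM) incubated 30 min at room temperature with a preformed 50 nM BAZ2B/50 nM biotinylated H3K14Ac peptide complex in PBS pH 7.4 with Tween-20. Donor and acceptor beads at 10 ug/mL final added, 20 min light-protected before reading.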
# POLH inh – blocks human DNA polymerase eta activity; Potency, µM (series often up to 114 µM), for inactives: top-dose activity change, negative = inhibition, hits mostly inhibitors; Q9Y253; recombinant Pol eta, fluorescent DNA replication assay; 390,000 tested, 1.2% active; also: % is scaled to controls: 0 for no effect and ±100 for the full control effect
#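 Pol eta at 10 nM preincubated with compounds 15 min at room temperature; reaction started with fluorescent substrate (50 nM final) and read kinetically at 0 and 10 min.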
# Pol beta inh – DNA polymerase beta (human) inhibition; 340,000 tested, 1.3% active; P06746; Pol beta primer extension/strand displacement, fluorescence kinetic; AID 485314; Potency, µM (doses to about 114 µM), for inactives: at the top dose activity change, negative = inhibition, actives largely listed as inhibitors; also: % is scaled to controls: 0 for no effect and ±100 for the full control effect
#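 Pol beta (10 nM) was preincubated with compound for 15 min at room temperature. The reaction was then started with 50 nM substrate and read immediately and after a further 10 min at room temperature.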
# Pol iota inh – blocks human DNA polymerase iota activity; AID 588590; Potency, µM (series often up to 115 µM), for the others: at the top dose activity, negative = inhibition, most hits filed as inhibitors; 390,000 tested, 1% active; Q9UNA4; Pol iota fluorescent replication assay, 10 min
#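 Pol iota at 10 nM preincubated 15 min with compounds at room temperature; reaction started with fluorescent substrate, 50 nM final. Fluorescence read kinetically at 0 and 10 min; buffer-only wells as negative control.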
# JMJD2A Tudor inh – JMJD2A Tudor domain (human) inhibition | Potency, µM (doses to about 114 µM), for the others: at the highest dose activity change, negative = inhibition, actives largely listed as inhibitors | AlphaScreen JMJD2A-Tudor / H3K4me3 peptide binding | AID 504339 | 390,000 tested, 4.4% active; also: % is scaled to controls: 0 for no effect and ±100 for the full control effect; nearly all actives have a fitted effect of over 50% in size
# Target sequence (O75164 whole entry, looked up, the tested form may be a part): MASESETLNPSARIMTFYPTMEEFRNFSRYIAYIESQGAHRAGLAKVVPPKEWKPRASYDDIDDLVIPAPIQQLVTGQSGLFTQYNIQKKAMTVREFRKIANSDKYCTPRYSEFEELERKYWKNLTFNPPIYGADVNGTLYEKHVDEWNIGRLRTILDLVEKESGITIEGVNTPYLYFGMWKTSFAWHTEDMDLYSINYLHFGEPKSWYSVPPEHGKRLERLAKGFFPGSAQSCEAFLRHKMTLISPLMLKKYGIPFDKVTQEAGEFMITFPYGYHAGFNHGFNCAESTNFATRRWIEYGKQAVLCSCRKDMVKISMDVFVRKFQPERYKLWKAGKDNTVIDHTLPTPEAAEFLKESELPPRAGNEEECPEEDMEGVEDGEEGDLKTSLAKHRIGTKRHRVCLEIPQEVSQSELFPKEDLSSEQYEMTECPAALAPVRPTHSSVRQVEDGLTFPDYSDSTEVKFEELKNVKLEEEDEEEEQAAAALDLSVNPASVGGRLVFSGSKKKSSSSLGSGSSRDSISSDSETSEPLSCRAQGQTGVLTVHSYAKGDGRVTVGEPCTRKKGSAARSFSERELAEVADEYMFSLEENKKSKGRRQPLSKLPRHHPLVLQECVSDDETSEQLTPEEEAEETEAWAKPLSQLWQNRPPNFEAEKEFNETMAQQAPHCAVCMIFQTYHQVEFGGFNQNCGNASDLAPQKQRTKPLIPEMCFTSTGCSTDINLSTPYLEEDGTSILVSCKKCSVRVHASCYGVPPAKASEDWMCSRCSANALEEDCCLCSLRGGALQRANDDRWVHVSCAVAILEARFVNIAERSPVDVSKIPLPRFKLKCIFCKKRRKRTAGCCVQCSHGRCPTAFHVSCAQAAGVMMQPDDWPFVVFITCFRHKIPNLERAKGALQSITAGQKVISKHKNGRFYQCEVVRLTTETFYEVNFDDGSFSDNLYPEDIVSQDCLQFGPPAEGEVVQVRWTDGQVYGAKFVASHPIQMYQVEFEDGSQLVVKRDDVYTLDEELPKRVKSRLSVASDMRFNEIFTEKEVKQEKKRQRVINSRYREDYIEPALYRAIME
# APE1 inh – blocks human APE1 abasic DNA cleavage; P27695; recombinant APE1, TAMRA/BHQ-2 abasic DNA cleavage fluorescence; Potency, µM (doses to about 65.8 µM), without a hit: at the highest dose activity change, negative = inhibition, most hits filed as inhibitors; 350,000 tested, 0.35% active;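 also: plate controls were vehicle for no effect and reference inhibitor for full effect; nearly all actives have a fitted effect of over 55% in size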
#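 APE1 at 0.75 nM preincubated 15 min at room temperature with compound. Reaction then started with 50 nM double-stranded THF-abasic substrate labelled with TAMRA/BHQ-2, and 525/598 nm fluorescence read kinetically. Activity taken as third-minus-first read difference, normalized to DMSO and NSC13755 controls.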
# Pol kappa inh – inhibitors of human DNA polymerase kappa. purified Pol kappa, fluorescent DNA synthesis assay, 10 min. Q9UBT6. Potency, µM (highest dose often 107 µM), for the others: top-dose activity, negative = inhibition, actives largely listed as inhibitors. 400,000 tested, 0.53% active. AID 588579; also: % is scaled to controls: 0 for no effect and ±100 for the full control effect
#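 Pol kappa 10 nM + cpd, 15 min RT; start w/ substrate 50 nM final; fluorescence kinetic read, 0 and 10 min. Neg ctrl: buffer, no enzyme.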
# G9a inh – G9a (human) methyltransferase inhibition; Q96KQ7; G9a H3K9 monomethylation, AlphaScreen, 2 h; Potency, µM (doses to about 102 µM), for the others: top-dose activity, negative = inhibition, usual class: inhibitors; 350,000 tested, 8.8% active; AID 504332; also: % is scaled to controls: 0 for no effect and ±100 for the full control effect; nearly all actives have a fitted effect of over 75% in size
#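 Enzyme 20 nM + cpd, 15 min RT; add b-H3K9 pep 500 nM / SAM 20 uM; 2 h RT; anti-H3K9me1 Ab 0.5 ug/mL + SA donor / anti-rabbit acceptor beads 20 ug/mL each, 10 min; AlphaScreen read.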
# * hit, by the source's call; u = inconclusive; x = not tested or not shown; & = joins results of further samples; [ ] = dose if it differs, or a comment. Calls follow the shape of the dose curve; as a rule, active = well fitted curve in the direction sought with a large enough effect; inconclusive = small, poorly fitted or top-dose-only effect, or another doubt; inactive = no such curve, though single readings can be large; an effect the other way counts as inactive or inconclusive. Potency is read from the fitted curve at half-maximal effect. This is a subset (hit frequency here may not be typical).
SMILES,BLM helicase inh,BAZ2B inh,POLH inh,Pol beta inh,Pol iota inh,JMJD2A Tudor inh,APE1 inh,Pol kappa inh,G9a inh
CN(C(=O)CSc1nc2ccccc2c(=O)n1-c1ccc(F)cc1F)C1CCS(=O)(=O)C1 (stereo not given),x,x,-13%,x,53%[activator],-10%,10%,-1%,x
CN1C(=O)C(C)(C)c2cc(S(=O)(=O)N3CCCC(C(=O)NCc4ccc(Cl)cc4)C3)ccc21 (stereo not given),-6%,-3%,-22%,19%,9%,-22%,14%,-6%,u
Cc1nc2sccn2c(=O)c1S(=O)(=O)Nc1ccc(N2CCN(S(C)(=O)=O)CC2)cc1,-3%&-2%,-1%&-10%,3%&-3%,35%&19%,62%&3%[activator],-27%&-13%,-20%,5%&-19%,-89%
COc1ccc(/C(O)=C2/C(=O)C(=O)N(c3ncccn3)C2c2ccc(OC)cc2)cc1 (stereo not given),3%,-7%,-17%,8%,-11%,4%,-6%,2%,-6%
COc1ccc(N2CCN(C(=O)CS(=O)(=O)c3cccc4nsnc34)CC2)cc1,0%,15%,-9%,-28%,6%,-27%,x,-11%[60.1 µM],57%[activator][59 µM]
Cc1cccc(NC(=O)Cn2nnc(-c3ccc(CN4CCCC4)cc3)n2)c1C,2%,-1%,3%,-15%,10%,-22%,19%,-9%,1%[59 µM]
CN1CCC(=NNC(=O)C(=O)Nc2ccccc2F)CC1,2%,-35%,-8%,32%,-13%,-15%,3%,-7%,20%[59 µM]
COCCn1c(SCC(=O)OC(C)C)nnc1-c1ccccc1,0%,5%,-1%,45%,31%[activator],7%,3%,3%,17%
O=C(NCCc1nc2ccccc2[nH]1)c1ccc(F)cc1,-6%,3%,2%,-14%,-5%,-18%,2%,-10%,9%[59 µM]
CC(=O)c1ccc(NC(=O)CSc2nnc3ccc(-c4ccc(Cl)cc4)nn23)cc1,-4%,2%,-21%,-22%,24%,-1%,x,-4%[60.1 µM],-18%[59 µM]
COc1ccc(C(=O)Nc2cc3cc(Cl)ccc3oc2=O)cc1OC,0%,0%,-12%,24%,-2%,-11%,x,-11%,-3%[59 µM]
COc1ccc(-c2nnc3sc(C4CCCCC4)nn23)cc1OC,3%,-5%,-12%,0%,11%,-11%,-6%,-10%,u
Cc1cc(=O)oc2cc(OC(=O)c3nn(C(C)C)c(=O)c4ccccc34)ccc12,1%,11%,-1%,65%,18%,-6%,7%,-10%,u
NC(=O)c1ccc(NC(=O)CN2CCN(Cc3ccccc3)CC2)cc1,-2%,-5%,-5%,9%,1%,-8%,62%,11%,1%
CCOc1ccc(-n2c(SCC(=O)NC3CCCCC3)nc3c([nH]c4ccccc43)c2=O)cc1,0%,3%,-4%,-16%,11%,-5%,x,-2%[60.1 µM],5%[59 µM]
Cc1cc(NC(=O)NC(=O)c2ccccc2NC(=O)CN(C)C)ccc1Oc1ncc(Br)cn1,x,x,-16%,x,4%,-17%,x,-3%,x
O=C(COc1cccc(C(F)(F)F)c1)Nc1nnc(C2CC2)s1,x,x,-9%,x,119%[activator],-10%,16%,-4%,x
Cc1ccc(OC(C)C(=O)Nc2ccc(S(=O)(=O)Nc3cc(C)on3)cc2)cc1 (stereo not given),-3%,2%,1%,0%,7%,-11%,1%,-5%,-4%[12.7 µM]
c1ccc(-c2ccnc3ncnn23)nc1,-6%,-19%,-7%,1%,26%,2%,4%,-5%[60.1 µM],51%
CCOC(=O)CNC(=O)CNC(=O)c1ccc(OCC(C)C)cc1,1%,4%,-10%,-19%,-7%,16%,1%,0%,u
CCCC1=C(C(=O)OCC)C(c2ccc(NC(C)=O)cc2)NC(=O)N1 (stereo not given),-1%,2%,-15%,-3%,21%,-11%,3%,-4%,2%[12.7 µM]
O=C(CCN1C(=O)/C(=C/c2ccccc2Cl)SC1=S)N1CCOCC1,-15%,u,-13%,u,-10%,-15%,34%,-23%,u
COc1ccc(S(=O)(=O)NCC2CCCN(C(=O)CN3CCCCC3)C2)cc1 (stereo not given),3%,-14%,-4%,21%,2%,1%,4%,-10%,-30%
CCCOc1ccc(C(=O)Nc2ccc(S(=O)(=O)N3CCN(C)CC3)cc2)cc1,-3%,3%,-14%,12%,68%[activator],-8%,3%,0%,17%
O=C(Nc1ccc2oc(-c3ccncc3)nc2c1)c1ccccc1F,-1%,-3%,-5%,u,4%,-29%,-3%,3%,-13%
COc1cc2c(cc1OC)CN(C(=O)/C=C/c1ccccc1[N+](=O)[O-])CC2,-5%,u,-20%,55%,6%,-28%,-7%,-10%,u
COc1ccc(C(=O)CN2CCN(c3ccc(F)cc3)CC2)cc1OC,-1%,-7%,-16%,24%,2%,-24%,-4%,-5%,40µM*
c1ccc2oc(-c3csc(NCC4CCCO4)n3)cc2c1 (stereo not given),-5%,u,-5%,3%,75%[activator],u,-3%,-7%,40µM*
COC(=O)c1cn(-c2ccccc2)c(=O)c2ccccc12,1%,-14%,-13%,-7%,17%,4%,-12%,0%,1%
COc1ccc(S(=O)(=O)N2CCOCC2)cc1OC,2%,8%,-18%,19%,12%,5%,-4%,-10%,1%[59 µM]
CN(C)S(=O)(=O)c1ccc(Nc2ccc(-c3ccc4c(c3)OCCO4)nn2)cc1,-7%,-9%,-10%,1%,10%,-20%,-4%,-13%,-5%[12.7 µM]
CC(=O)c1ccc(N2CCN(CC(=O)Nc3ccccc3C(=O)NC3CC3)CC2)c(F)c1,x,9%,-5%,x,20%,-11%,-14%,-10%,22%[12.7 µM]
O=C(Nc1ccncc1)c1ccc2c(c1)OCCO2,2%,6%,1%,1%,7%,-11%,-2%,-5%,-32%[59 µM]
CC(C)(CC(=O)O)CC(=O)N1CCN(c2cc(C(F)(F)F)nc3ccccc23)CC1,0%,-4%,-5%,47%,17%,-6%,-6%,-17%,-1%[12.7 µM]
Cn1c2ccc(F)cc2c2nnc(NN)nc21,3%,-23%,0%,12%,59%[activator],-25%,-2%,-6%,40µM*
O=C(Nc1ccon1)c1csc2c1CCCC2,-12%,2%,-8%,5%,-13%[58.9 µM],-14%,-4%,-11%,-36%[12.7 µM]
Cc1ccc(C)c(NC(=O)CSc2nnc(-c3n[nH]c4ccccc34)o2)c1,-3%,0%,u,u,17%,-3%,14%,-4%,6%[59 µM]
CSc1nc(N)nc(SCC(=O)Nc2cccc(F)c2)c1C#N,-3%,24%,-14%,9%,6%,-9%,3%,-28%,27%
O=c1c(-c2cc(O)c(O)c(O)c2)coc2cc(O)c(O)c(O)c12,11µM*,x,x,x,x,x,0.32µM*,0.4µM*,-147%[2.33 µM]
CN(C)S(=O)(=O)c1ccc2c(c1)c(=O)c(C(=O)NCCCN1CCCCCC1)cn2C,-11%,7%,-10%,3%,-24%,-6%,2%,20%,45µM*
OCCC1CN(Cc2ccc(-c3ccco3)cc2)CCN1Cc1ccsc1 (stereo not given),-5%,u,-23%,-15%,19%,-28%,-15%,5%,-38%
Cc1ccc(/C=N/NC(=O)CSc2nnc(-c3ccc(Cl)cc3)n2-c2ccc(Cl)cc2)o1,-4%,3%,-3%,-25%,3%,-10%,4%,-11%,-3%[59 µM]
COc1ccc(NC(=O)c2cc(C3CC3)nc3c2c(C)nn3-c2ccc(C)cc2)cc1OC,-2%,20%[57.1 µM],-12%,3%,9%,-13%,x,0%,-3%[59 µM]
Cc1ccc(OCCNC(=O)c2ccccc2F)cc1,1%,10%,-3%,0%,138%[activator],1%,4%,-4%,47%
O=C(CCN1C(=O)NC2(CCCC2)C1=O)Nc1ccc(-c2nc3ccccc3s2)cc1,x,1%,-18%,x,2%,-15%,46%[activator],-24%,-8%[2.33 µM]
COc1ccc(C2SCC(=O)N2c2ccc(C)cc2)cc1 (stereo not given),-6%,-3%,-16%,25%,25%,-10%,-6%,-2%,19%[59 µM]
CCOC(=O)c1c(C)sc(-c2c(-c3ccc4c(c3)OCCO4)[nH]c3c2c(=O)n(C)c(=O)n3C)c1O,0%,u,-3%,1%,12%,-7%,x,4%,10%[59 µM]
CN(C)C(CNC(=O)CCOc1ccccc1)c1ccco1 (stereo not given),-15%,-17%,u,u,32µM*,-31%,29%,79µM*,3%
O=C(O)CCn1c(=O)c2cccn2c2cccnc21,0%,0%,x,u,10%,-18%,x,-6%,0%[59 µM]
COc1cc(OC)c(NC(=O)N2CCc3cc(S(=O)(=O)N4CCC(C)CC4)ccc32)cc1Cl,0%,2%,x,39%,-15%,-17%,x,-9%,-1%[59 µM]
CCOc1ccc(N(C(C)=O)C2C=CS(=O)(=O)C2)cc1 (stereo not given),0%,-4%,-15%,-1%,-4%,-2%,1%,17%,-29%
Cc1cc(C#N)c(SCC(N)=O)nc1-c1ccc(F)cc1,-2%,13%,0%,38%,19%,-17%,6%,-3%,13µM*
Cc1occc1-c1nnc(SCC(=O)Nc2nc(C(C)(C)C)cs2)o1,-16%,-3%,-5%,19%,-20%,-2%,-3%,0%,-26%[59 µM]
COC(=O)c1sc(N)c(C(=O)OC)c1COC(=O)c1c(C)noc1C,-3%,9%,-14%,14%,12%,-25%,-2%,-5%,-10%[59 µM]
CCc1nnc(NC(=O)c2cccc(S(=O)(=O)N3CC(c4ccccc4)CC3=O)c2)s1 (stereo not given),-5%,11%,-7%,13%,-10%,-11%,-2%,-6%,-1%
